# Bioassay records: PubChem BioAssay, Icahn School of Medicine at Mount Sinai
# ROC1-CUL1 inh: blocks human RBX1-Cullin-1 di-ubiquitin formation | P62877+Q13616 | in vitro K48 di-Ub FRET, acceptor:donor ratio, 45 min | inhibition, % at 10 µM | actives 0.6% (n = 140,000) | AID 1347404; in the data active = inhibition above about 25%
# Target sequence (P62877 whole entry, looked up): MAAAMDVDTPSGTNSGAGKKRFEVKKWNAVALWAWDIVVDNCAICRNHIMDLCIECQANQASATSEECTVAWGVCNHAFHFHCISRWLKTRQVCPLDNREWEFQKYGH
# Target sequence (Q13616 whole entry, looked up): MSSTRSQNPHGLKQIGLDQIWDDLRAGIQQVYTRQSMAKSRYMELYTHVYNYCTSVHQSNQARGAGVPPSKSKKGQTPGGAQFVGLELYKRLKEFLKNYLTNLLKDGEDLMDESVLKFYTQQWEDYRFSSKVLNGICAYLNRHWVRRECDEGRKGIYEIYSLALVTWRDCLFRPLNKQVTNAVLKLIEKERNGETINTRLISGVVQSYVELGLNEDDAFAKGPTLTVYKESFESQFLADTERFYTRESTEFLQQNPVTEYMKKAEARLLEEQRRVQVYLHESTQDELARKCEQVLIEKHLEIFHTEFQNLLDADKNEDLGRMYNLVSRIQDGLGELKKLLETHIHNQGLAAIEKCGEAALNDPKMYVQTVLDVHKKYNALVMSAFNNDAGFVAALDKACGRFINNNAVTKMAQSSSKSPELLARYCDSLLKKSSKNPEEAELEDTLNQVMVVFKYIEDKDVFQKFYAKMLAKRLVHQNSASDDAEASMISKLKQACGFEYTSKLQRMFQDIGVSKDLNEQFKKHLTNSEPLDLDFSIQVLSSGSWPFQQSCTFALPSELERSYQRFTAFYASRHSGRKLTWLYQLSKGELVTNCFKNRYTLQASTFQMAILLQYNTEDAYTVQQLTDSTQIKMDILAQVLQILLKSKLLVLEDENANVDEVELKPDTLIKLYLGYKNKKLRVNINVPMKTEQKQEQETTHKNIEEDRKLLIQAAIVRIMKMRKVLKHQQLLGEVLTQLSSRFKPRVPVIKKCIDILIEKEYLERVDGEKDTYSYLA
# * marks the source's active call; other numbers are inactive results; & = joins results of further samples.
SMILES,ROC1-CUL1 inh
COc1ccc(CNC(=O)C2=C(C)C(=O)OC23CCN(C(C)=O)CC3)cc1,-4
Cc1ccccc1-c1noc(-c2ccc(NCc3cccnc3)c([N+](=O)[O-])c2)n1,10
CC(=O)Oc1ccc(N(C(C)=O)c2ccccc2)cc1,-14
O=C(Cc1ccccc1)Nc1sc2c(c1C(=O)Nc1ccccc1Cl)CCC2,12
CCN(CC)S(=O)(=O)c1ccc(NS(=O)(=O)c2ccc(OC)c(OC)c2)cc1,4
Cc1cc(C)n(CCN(C)c2ccc(-c3nc(C4CC4)no3)cn2)n1,-2
CCOc1ccc(C(=O)c2cn(Cc3ccccc3OC)c3cc4c(cc3c2=O)OCCO4)cc1,-5
O=C(CN1C(=O)COc2ccc(S(=O)(=O)N3CCCCCC3)cc21)N1CCN(c2ccc(Cl)cc2)CC1,-8
Cc1ccccc1Oc1ncccc1CNC(=O)CCN1CCN(C)CC1,-1
CCn1c(C(=O)N2CCC(C(=O)NCCc3ccc(C)cc3)CC2)cc2sccc21,-2
O=C(Nc1ccc(OCC(=O)N2CCOCC2)cc1)c1ccc2c(c1)OCO2,2
C=CCn1c(=O)c2c(nc3n2CC(C)=NN3C/C=C/C)n(C)c1=O,8
COc1ccccc1-c1cc(C(F)(F)F)nc(S(=O)(=O)CCCC(=O)Nc2ccc(F)cc2F)n1,-4
C#Cc1ccc(CN2CCC3(CCCN(C)C3=O)C2)cc1 (stereo not given),7
COc1cc(C2c3c(n[nH]c3C)OC(=N)C2C#N)ccc1OCCN1CCOCC1 (stereo not given),-6
O=c1[nH]c2ccccc2n2c(-c3ccco3)nnc12,-21
O=C1/C(=C\c2cccc(Br)c2)CCC/C1=C\c1cccc(Br)c1,-2
Cc1ccc(N2CCN(C(=O)c3ccc(Nc4nc5ccccc5n5nnnc45)cc3)CC2)c(C)c1,-5
O=C(CCC(=O)c1ccccc1)NCCOc1ccccc1,2
O=C(CNC(=O)c1ccccc1)OCc1cc(=O)n2nc(C3CC3)sc2n1,-3
CCCN(CC1CC1)C(=O)CCC1(Cc2ccc(OC)cc2F)CCC(=O)N1 (stereo not given),10
O=C1c2ccccc2C(=O)c2c1oc(C(F)(F)F)c2C(=O)c1ccc2c(c1)OCO2,10
COc1ccc(C(=O)Oc2c(Sc3ccccc3)c(C)nn2-c2ccccc2)cc1OC,-6
CCOC(=O)C1C(CN(C)Cc2ccccc2)=NC(=O)NC1c1ccc(OC(C)C)cc1 (stereo not given),-5
CC1(C)CC(=O)C2=C(C1)N(c1ccccc1)C(=N)C(C#N)C2c1ccccc1 (stereo not given),-15
Cc1cc(C)n(CCc2nc3c4ccccc4nc(N4CCN(c5ccccc5F)CC4)n3n2)n1,2
CCOC(=O)/C(=N\OC)c1csc(NC(c2ccccc2)(c2ccccc2)c2ccccc2)n1,4
[O-][n+]1ccccc1/C=C/c1ccccc1,2
CCN(C(=O)Cn1ncc2c(=O)oc3ccc(C)cc3c21)c1cc(OC)ccc1OC,1
CC1CC2(CCCC2)NCc2ccccc21 (stereo not given),14
O=C(O)c1ccccc1C(=O)Nc1ccc(S(=O)(=O)NC2CCCCC2)cc1,-3
COc1ccc(OC)c(-c2[nH]nc3c2C(c2cccnc2)C(C#N)C(=N)O3)c1 (stereo not given),1
Cc1ccc(N(CC(=O)Nc2cccc(Cl)c2C)S(=O)(=O)c2c(C)noc2C)cc1,-1
COc1ccc(NC(=O)CCCS(=O)(=O)c2nc(-c3ccc(OC)c(OC)c3)cc(C(F)(F)F)n2)cc1OC,1
CCOC(=O)c1c(NC(=O)c2nc3ncccn3n2)sc2c1CCCCC2,2
CCn1c(=O)c(=O)n(CC)c2cc(N3CCCCC3)c(NC(=O)c3ccc(OC)c(OC)c3)cc21,-8
COC(C(=O)N1CCC(C(Cc2ccccc2)N(C)C(=O)c2ccccn2)CC1)c1ccccc1 (stereo not given),-5
COc1ccccc1OCC(=O)N(Cc1ccc(Cl)cc1)CC1CCCO1 (stereo not given),-1
Nn1cnnc1N/N=C/c1cc(Br)c(O)c(Br)c1,-8
Cc1noc(C)c1C(=O)NCC1CCCO1 (stereo not given),14
CCOc1ccccc1NS(=O)(=O)c1cnc(N)nc1,1
O=C(Nc1nccs1)C1CC(=O)N(c2ccccc2)C1 (stereo not given),-9
O=C(NCCc1ccccc1)c1ccc(CSc2nc3ccncc3n2Cc2ccc(F)cc2)cc1,4
COc1cc(C(c2c(C)n(C)n(-c3ccccc3)c2=O)c2c(C)n(C)n(-c3ccccc3)c2=O)cc(OC)c1O,-18
CN(C)c1ccc(/C=N/NC(=O)CN(c2cccc(Cl)c2Cl)S(C)(=O)=O)cc1Br,-2
CCOC(=O)Cn1c(C)c(C=C2C(=O)N(CC)C(=S)N(CC)C2=O)c2ccccc21,12
O=C(COC(=O)c1ccc(S(=O)(=O)NCc2ccco2)cc1)c1ccc(Cl)cc1,5
Cc1nc(N2CCN(c3ccc(Cl)c(Cl)c3)CC2)c2c3c(sc2n1)CCCC3,-5
COc1ccccc1N1CCN(C(=O)c2oc3ccccc3c2N)CC1,-1
CCOC(=O)c1[nH]cnc1C(=O)N1CCCCC1,8
# Remaining list, next part:
SMILES,ROC1-CUL1 inh
CCC(=O)NC1(C(=O)NC(C(Oc2ccc(Cl)cc2)n2cncn2)C(C)(C)C)CCCC1 (stereo not given),-3
CCC(=O)Oc1cccc2c1C(=O)c1cccc(OC(=O)CC)c1C2=O,-6
CCOc1ccc(NC(c2ccc(Cl)cc2)c2nnc(-c3cccc(F)c3)o2)cc1 (stereo not given),-7
CCOc1cc2c(cc1OCC)C1(C)N(CC2)C(C(=O)c2cccs2)=NN1c1ccc(C)cc1 (stereo not given),-12
COc1ccc(C2c3c(n[nH]c3C)OC(=N)C2C#N)cc1OCc1ccc(Cl)cc1 (stereo not given),3
COc1ccc(C(=O)Nc2ccc(-c3nc4ncccc4o3)cc2)cc1,3
COC(=O)c1c(C)oc2ccc(N(C(=O)c3ccncc3)S(=O)(=O)c3ccc(OC)cc3)cc12,15
Cc1ccc(CNC(=O)c2cc3c(=O)oc4ccc(C)cc4c3s2)cc1,-5
O=[N+]([O-])c1ccc(-n2cccc2/C=N/Nc2nnc(-c3ccccc3)c(-c3ccccc3)n2)cc1,5
S=C(N/N=C/c1c2ccccc2cc2ccccc12)Nc1ccccc1,-1
CCOc1cc(C=Nc2ccc(O)c(-c3nc4ccccc4s3)c2)ccc1Oc1ccc([N+](=O)[O-])cc1[N+](=O)[O-],0
Cc1ccc(-c2[nH]nc3c2C(c2ccc(Cl)cc2)C(C#N)C(=N)O3)cc1 (stereo not given),-9
O=C1CC(c2ccc(OCc3ccccc3)c(OCc3ccccc3)c2)Oc2cc(O)cc(O)c21 (stereo not given),0
O=C(NCc1ccccc1F)N1CCC(n2cc(CN3CCCC3)nn2)CC1,3
O=C1Nc2ccccc2C(=O)C1S(=O)C1CCCCC1 (stereo not given),-3
O=C(Nc1sc2c(c1C(=O)Nc1cccc3ccccc13)CCC2)c1ccccc1Br,-2
NC(=O)c1cc2cc(Cl)ccc2o/c1=N/NC(=O)c1ccccc1,8
COc1ccc(-c2noc(CNC(=O)c3cc(OC)c(OC)c(OC)c3)n2)cc1,-6
COc1cc(OC)c(NC(=O)NCc2cccn2Cc2ccccc2)cc1Cl,-2
CCOC(=O)c1[nH]c2ccccc2c1NC(=O)c1cc(Cl)ccc1Cl,-13
CCOC(=S)NCS(=O)(=O)c1ccc(C)cc1,-3
COc1ccc(C2SCCN2S(=O)(=O)c2ccc3c(c2)Cc2ccccc2-3)cc1 (stereo not given),0
Cc1nc(C)c2cc3c(n[n+]2c1C)-c1cccc2cccc-3c12,-3
Cc1ccc(OC(C)C(=O)Nc2nc3c(C)cccc3s2)cc1 (stereo not given),6
O=C(NCc1cccs1)c1cc2nc(-c3ccc(Br)cc3)cc(C(F)(F)F)n2n1,-9
COc1cc(NC(=O)CN2CCCN(Cc3cccc(F)c3)S2(=O)=O)cc(OC)c1,-5
O=C(Nc1ccc(C(=O)N2CCCC2)cc1)c1ccc2c(c1)OCO2,6
CC1C(=NC(=O)c2cc(-c3ccc(Cl)c(Cl)c3)on2)C(=O)N(c2ccccc2)N1C (stereo not given),11
O=C1/C(=C\c2cn(Cc3cccc4ccccc34)c3ccccc23)SC(=Nc2ccccc2)N1C1CCCC1,-8
Cc1nnc(SCC(=O)N2CCN(c3ccccc3F)CC2)s1,10
O=C(c1ccccc1NS(=O)(=O)C1CCCCC1)N1CCOCC1,-17
COc1ccc(Br)cc1C(=O)Nc1cc(C)ccc1NC(=O)c1ccco1,-6
N#Cc1cc(Oc2ccc(Br)cc2)c(N2CCCCC2)cc1C#N,3
O=C(CN1CCSc2ccccc21)N1CCCCC1,4
Cc1sc(NC(=O)c2ccccc2)c(C(c2ccccc2F)N2CCOCC2)c1C (stereo not given),10
CCc1ccc(OCc2nnc(SCC(=O)Nc3cccc(Cl)c3Cl)o2)cc1,0
O=S(=O)(Nc1ccc(S(=O)(=O)Nc2cccc3ccccc23)cc1)c1ccc2c(c1)OCCO2,-6
COc1ccc(C2C(C)C(N3CCC(C(=O)Nc4ccccc4F)CC3)NS2(=O)=O)cc1 (stereo not given),10
O=C(O)c1ccc(CNCCc2c[nH]c3ccccc23)cc1,-7
O=C(COC(=O)C1CC(=O)N(c2ccc3ccccc3c2)C1)c1ccc([N+](=O)[O-])cc1 (stereo not given),-5
COc1ccc(N=C2SC(=NC(=Nc3ccccc3)SCc3ccccc3)N(c3ccccc3)C2=Nc2ccc(OC)cc2)cc1,1
CC(=O)Nc1cc([N+](=O)[O-])ccc1O,-3
COc1ccccc1N1CCN(c2c3c(nc4nncn24)CCC3)CC1,-6
COc1ccccc1Oc1ncccc1CNC(=O)c1ccnc(N)c1,-2
NC(=O)N1CCN(Cc2ccc3c(c2)OCO3)CC1,1
O=C(/C=C/c1cccs1)c1cc(Cl)ccc1OC(=O)N1CCOCC1,3
COC(=O)c1cc2c(C)cc(=O)oc2cc1OC,0
CCOC(=O)C(C/C=C1\c2ccccc2CSc2ccccc21)(NC(C)=O)C(=O)OCC,10
CC1=CC(=O)C(C(c2ccc(F)cc2)N2CCN(c3ccccc3)CC2)C(=O)N1Cc1ccco1 (stereo not given),3
CCOc1ccc(CNCCNC(=O)c2nonc2N)cc1,-2&1
# New compounds follow:
SMILES,ROC1-CUL1 inh
CCN(Cc1nc(-c2ccccc2)no1)C(=O)C(C)C,-4
Cc1nn(C)cc1-c1n[nH]c(=S)n1-c1ccc(Cl)cc1,-10
CCOC(=O)c1c(-c2ccc(F)cc2)csc1NC(=O)Nc1ccc(Cl)c(Cl)c1,4
COc1cc(/C=C2\C(=O)NN(c3ccccc3)C2=O)cc(I)c1OCCCOc1ccc(Cl)cc1,0
COc1cc(OC(=O)c2ccc(=O)oc2)ccc1C(=O)O,-1
CC(C)CC1NC(=O)C(C#N)=C(SCc2ccccc2)S1 (stereo not given),-4
Cc1[nH]nc2c1C1(C(=O)Nc3ccc(Cl)cc31)C(C#N)C(=N)O2 (stereo not given),6
O=C(Nc1cccc2c1CCCC2)c1ccc(Cl)cc1,-2
CCc1ccc(-n2c(Cn3nc(C(F)(F)F)cc3C)n[nH]c2=S)cc1,1
CN(C)S(=O)(=O)N1CCC(CO)(Cc2cccc(F)c2)CC1,-2
O=C([O-])c1ccc(C[n+]2c3ccccc3n3nc4c(cc32)c2cccc3cccc4c32)cc1,-17
CCC(=O)OCc1cc(=O)n2nc(C3CC3)sc2n1,-4
COC(=O)COc1ccc2c(c1)NC(=O)CO2,-7
Clc1ccc(Nc2nc(NCc3ccccc3)nc(N3CCOCC3)n2)c(Cl)c1,1
O=C(CCSCCc1ccccn1)Nc1ccccc1C(F)(F)F,-2
O=C(NCCc1ccc(Cl)cc1)c1ccc2c(c1)N(Cc1ccccc1)CCS2,-4
O=C(CCC1(Cc2ccc3ccccc3c2)CCC(=O)N1)NCc1cccc(Cl)c1 (stereo not given),-6
O=C(O)C1=NN(c2ccccc2)C(=O)/C1=C\c1cccs1,26*
O=C(Nc1ccc2nc(SCC(=O)N3CCCC3)sc2c1)c1ccc(F)cc1,0
CCOc1ccc(Nc2nc(-c3ccccn3)cs2)cc1,-2

# Rewritten with tabs: two of the compounds above
SMILES	ROC1-CUL1 inh
CC(C)CC1NC(=O)C(C#N)=C(SCc2ccccc2)S1 (stereo not given)	-4
Cc1[nH]nc2c1C1(C(=O)Nc3ccc(Cl)cc31)C(C#N)C(=N)O2 (stereo not given)	6

# Remaining list, next part
SMILES,ROC1-CUL1 inh
OCC1(Cc2ccc(F)cc2)CCCN(Cc2ccc(F)cc2Cl)C1 (stereo not given),-4
COc1ccc(Cl)cc1NC(=O)Cn1nc(C(F)(F)F)c2c1CCC2,1
COc1ccc(NC(=O)CSc2nc3[nH]ncc3c(=O)n2-c2ccccc2)cc1,4
CCc1ccc(C2NC(=O)c3[nH]nc(-c4cccc(OC)c4)c32)cc1 (stereo not given),1

# Some of the entries so far, with tabs:
structure	ROC1-CUL1 inh
COc1cc(/C=C2\C(=O)NN(c3ccccc3)C2=O)cc(I)c1OCCCOc1ccc(Cl)cc1	0
COc1cc(OC(=O)c2ccc(=O)oc2)ccc1C(=O)O	-1
CC(C)CC1NC(=O)C(C#N)=C(SCc2ccccc2)S1 (stereo not given)	-4
Cc1[nH]nc2c1C1(C(=O)Nc3ccc(Cl)cc31)C(C#N)C(=N)O2 (stereo not given)	6
O=C(Nc1cccc2c1CCCC2)c1ccc(Cl)cc1	-2
CCc1ccc(-n2c(Cn3nc(C(F)(F)F)cc3C)n[nH]c2=S)cc1	1
CN(C)S(=O)(=O)N1CCC(CO)(Cc2cccc(F)c2)CC1	-2
O=C([O-])c1ccc(C[n+]2c3ccccc3n3nc4c(cc32)c2cccc3cccc4c32)cc1	-17
CCC(=O)OCc1cc(=O)n2nc(C3CC3)sc2n1	-4
COC(=O)COc1ccc2c(c1)NC(=O)CO2	-7
Clc1ccc(Nc2nc(NCc3ccccc3)nc(N3CCOCC3)n2)c(Cl)c1	1
O=C(CCSCCc1ccccn1)Nc1ccccc1C(F)(F)F	-2
O=C(NCCc1ccc(Cl)cc1)c1ccc2c(c1)N(Cc1ccccc1)CCS2	-4
O=C(CCC1(Cc2ccc3ccccc3c2)CCC(=O)N1)NCc1cccc(Cl)c1 (stereo not given)	-6
O=C(O)C1=NN(c2ccccc2)C(=O)/C1=C\c1cccs1	26*
O=C(Nc1ccc2nc(SCC(=O)N3CCCC3)sc2c1)c1ccc(F)cc1	0
CCOc1ccc(Nc2nc(-c3ccccn3)cs2)cc1	-2
OCC1(Cc2ccc(F)cc2)CCCN(Cc2ccc(F)cc2Cl)C1 (stereo not given)	-4

# A portion of the library (hit frequency here may not be typical).
